Source: PubChem BioAssay (The Scripps Research Institute Molecular Screening Center)
TEAD-YAP block = TEAD-YAP interaction inhibition, primary screen, TEAD-YAP interaction inhibitor project, luminescence, HEK-TIYL cells; TEAD-Gal4/YAP UAS-luciferase luminescence; inhibition, % at 9.12 µM; hit rate 1.4% among 640,000; AID 1259422, 2018; in the data active means inhibition above about 32%;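 further: 0% = median of test compound wells and 100% = reference inhibitor wells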
FBW7 activator = FBW7 E3 ligase activators, primary screen, biochemical, AlphaScreen, human | F-box/WD repeat-containing protein 7 (Homo sapiens), Q969H0 | AlphaScreen FBW7–phospho-cyclin E peptide binding, activator screen | normalized activity (activation), % at 26.1 µM | hit rate 0.13% among 650,000 | AID 1259310, 2017; in the data active means normalized activity above about 1.9%;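 further: purified mutant Fbw7 with reduced substrate affinity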
Target sequence (Q969H0 whole entry, looked up): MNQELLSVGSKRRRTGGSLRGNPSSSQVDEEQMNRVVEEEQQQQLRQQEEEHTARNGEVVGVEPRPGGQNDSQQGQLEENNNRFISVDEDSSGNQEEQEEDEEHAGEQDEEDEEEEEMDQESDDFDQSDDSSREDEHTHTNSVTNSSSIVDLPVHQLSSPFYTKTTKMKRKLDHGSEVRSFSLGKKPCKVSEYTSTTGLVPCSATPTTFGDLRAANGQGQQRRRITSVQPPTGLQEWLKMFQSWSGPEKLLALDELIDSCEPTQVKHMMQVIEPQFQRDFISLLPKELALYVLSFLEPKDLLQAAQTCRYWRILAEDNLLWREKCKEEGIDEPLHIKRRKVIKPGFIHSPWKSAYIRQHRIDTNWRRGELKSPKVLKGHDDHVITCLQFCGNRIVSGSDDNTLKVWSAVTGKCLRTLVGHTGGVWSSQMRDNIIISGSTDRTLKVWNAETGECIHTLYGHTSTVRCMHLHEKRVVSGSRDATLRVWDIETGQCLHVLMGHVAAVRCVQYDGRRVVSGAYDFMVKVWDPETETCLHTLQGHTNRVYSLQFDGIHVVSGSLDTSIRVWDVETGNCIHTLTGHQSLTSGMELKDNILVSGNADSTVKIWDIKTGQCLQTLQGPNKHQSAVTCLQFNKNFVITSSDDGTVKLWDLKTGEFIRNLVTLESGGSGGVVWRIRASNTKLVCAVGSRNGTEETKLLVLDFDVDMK
GPR151 activ = activators of human GPR151, primary screen, cell-based, PathHunter beta-arrestin, luminescence; hit rate 1% among 650,000; PathHunter beta-arrestin GPR151 cells; G-protein coupled receptor 151 (Homo sapiens), Q8TDV0; activation, % at 11.2 µM; AID 1508602, 2020; in the data active means activation above about 4.9%;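 further: 0% = median of compound wells and 100% = cells with positive control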
Target sequence (Q8TDV0 whole entry, looked up): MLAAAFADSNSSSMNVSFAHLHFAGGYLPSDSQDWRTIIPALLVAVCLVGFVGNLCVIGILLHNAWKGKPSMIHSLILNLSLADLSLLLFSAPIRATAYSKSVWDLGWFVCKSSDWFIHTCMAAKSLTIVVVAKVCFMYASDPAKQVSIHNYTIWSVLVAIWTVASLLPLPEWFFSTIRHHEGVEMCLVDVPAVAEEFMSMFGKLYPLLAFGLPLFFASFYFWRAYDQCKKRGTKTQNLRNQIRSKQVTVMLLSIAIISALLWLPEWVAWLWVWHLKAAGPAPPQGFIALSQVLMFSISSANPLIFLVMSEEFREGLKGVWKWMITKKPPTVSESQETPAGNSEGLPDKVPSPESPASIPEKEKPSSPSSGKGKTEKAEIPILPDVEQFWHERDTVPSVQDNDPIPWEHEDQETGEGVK
MITF primary = MITF inhibitors, primary screen, biochemical, AlphaScreen, human; hit rate 0.91% among 650,000; AlphaScreen MITF homodimerization, bead proximity signal; Microphthalmia-associated transcription factor (Homo sapiens), O75030; inhibition, % at 2.6 µM; in the data active means inhibition above about 50%;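 further: 0% = vehicle wells with protein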
Active calls of the source: *.

SMILES | TEAD-YAP block | FBW7 activator | GPR151 activ | MITF primary
COCCNc1c(-c2ccc(OC)cc2)nc2c(C)cccn12 | -6 | -0.3 | 1.6 | 1
CCOc1cc(/C=C/C(=O)O)ccc1OCc1ccccc1C#N | 7 | 0.0 | 0.2 | 12
CCOC(=O)C1=C(C)NC(C)=C(C(=O)OCC)C1c1c(F)cccc1Cl | -3 | 0.1 | 0.1 | -8
CS(=O)(=O)Nc1ccccc1C(=O)N1CCCC1 | 14 | 1.5 | -1.7 | 15
COc1ccc(S(=O)(=O)N(CCc2ccccc2)CC(=O)NCC2CCCO2)cc1OC (configuration not stated) | -12 | 0.0 | 1.8 | -7
NC(=O)c1c(NC(=O)C2CC=CCC2C(=O)O)sc2c1CCCCCC2 (configuration not stated) | -6 | -0.1 | 1.1 | 5
COC(=O)Cn1c(=N)n(Cc2ccc(Cl)cc2)c2ccccc21 | 12 | -0.2 | 2.2 | 2
CCOC(=O)c1nc(NCC(=O)OC)c2c3c(sc2n1)CCCC3 | -3 | -0.1 | -1.2 | 10
CC(=O)c1ccc(-c2cc(F)cc3c2OC(CNC(=O)C2CC2)C3)s1 (configuration not stated) | 1 | 0.1 | -0.9 | 7
O=C(CN(C1=NC2CS(=O)(=O)CC2S1)c1ccccc1F)Nc1ccccc1 (configuration not stated) | -1 | -0.6 | -0.6 | -8
N#Cc1sc2nc(N)c(C#N)c(-c3ccccc3)c2c1N | 9 | 0.0 | 0.8 | 4
CC(=O)c1cccc(NC(=O)Cc2noc3ccc(C)cc23)c1 | 11 | -0.1 | 0.4 | 3
CC1(C)CC(=O)C2=C(C1)NC(=S)NC2c1ccc(Cl)cc1Cl (configuration not stated) | 3 | -0.1 | 1.1 | -10
O=C(CCCn1c(=S)[nH]c2cc3c(cc2c1=O)OCO3)NC1CC1 | -1 | -0.1 | -0.3 | 2
CCn1c(=O)[nH]c2cc(OC)c(OC)cc2c1=O | 12 | -0.1 | 2.4 | 10
Cc1cc(OCC(=O)Nc2ccc(S(=O)(=O)N(C)C)cc2)ccc1Cl | 9 | -0.1 | -0.4 | 6
CCOc1ccc(NC(=O)CSC2=C(C#N)C(c3ccccc3OCC)C(C(=O)Nc3ccccc3)=C(C)N2)cc1 (configuration not stated) | 13 | 0.1 | 1.2 | 3
CC(C)c1ccc(/C=C2\N=C(c3ccc(Cl)c([N+](=O)[O-])c3)OC2=O)cc1 | -3 | 0.1 | 0.9 | 6
COCCCNC(=O)CN(c1cc(Cl)ccc1C)S(C)(=O)=O | -6 | 0.1 | -0.8 | 7
CS(=O)(=O)c1ccc(C(=O)NCC23CC4CC(CC(C4)C2)C3)cc1[N+](=O)[O-] | -13 | -0.2 | 1.2 | 3
CC(c1nccs1)N(C)C1CCC(=O)N(Cc2cccc(F)c2)CC1 (configuration not stated) | 2 | 0.6 | -0.6 | 1
Cc1nnc(SCC(=O)Nc2ccc(Cl)cc2Cl)s1 | 10 | 0.1 | -0.4 | 3
N#Cc1c(NC(=O)c2cc(-c3ccc(O)cc3)on2)sc2c1CCC2 | 6 | -0.2 | 0.4 | 8
C=CCN(C)C(=O)c1cnc2scc(-c3ccccc3Cl)n2c1=O | 4 | 0.1 | -0.4 | 0
CCc1nn(CC(=O)Nc2cc(C(=O)OC)cc(C(=O)OC)c2)c(=N)s1 | -3 | -0.1 | 2.8 | -4

Another view of 5 compounds above:
Each structure is followed by: TEAD-YAP block	FBW7 activator	GPR151 activ	MITF primary
- CC1(C)CC(=O)C2=C(C1)NC(=S)NC2c1ccc(Cl)cc1Cl (configuration not stated)
  3	-0.1	1.1	-10
- O=C(CCCn1c(=S)[nH]c2cc3c(cc2c1=O)OCO3)NC1CC1
  -1	-0.1	-0.3	2
- CCn1c(=O)[nH]c2cc(OC)c(OC)cc2c1=O
  12	-0.1	2.4	10
- Cc1cc(OCC(=O)Nc2ccc(S(=O)(=O)N(C)C)cc2)ccc1Cl
  9	-0.1	-0.4	6
- CCOc1ccc(NC(=O)CSC2=C(C#N)C(c3ccccc3OCC)C(C(=O)Nc3ccccc3)=C(C)N2)cc1 (configuration not stated)
  13	0.1	1.2	3

The list continues:
SMILES | TEAD-YAP block | FBW7 activator | GPR151 activ | MITF primary
O=C(Nc1ccccc1C(=O)NCCCO)c1ccccc1 | -4 | 0.1 | -0.7 | 4
CCOC(=O)c1cnc(SCC(=O)Nc2ccc3c(c2)n(C)c(=O)n3C)nc1N | 2 | 0.0 | -0.6 | 9
COc1ccc(-n2cc(-c3ccccc3)c3c(SCc4c(F)cccc4Cl)ncnc32)cc1 | -1 | 0.1 | 0.1 | 19
CCC(C(=O)N1CCc2ccccc21)c1ccccc1 (configuration not stated) | 3 | 0.0 | -1.3 | -17
CC(=O)NCCc1ccc(S(=O)(=O)N2CCCC2C(=O)O)cc1 (configuration not stated) | 5 | 0.0 | 0.7 | -3
CCCCOC(=O)c1ccc(OC(=O)CCN2C(=O)c3ccccc3C2=O)cc1 | -16 | -0.1 | 0.5 | 2
CC(C)CN1C(=O)C(=O)N(CC(=O)Nc2ccccc2C(C)(C)C)C1=O | -1 | -0.1 | 0.8 | 2
O=C(CNCCc1ccc2c(c1)OCCO2)N1CCc2ccccc21 | 7 | -0.1 | 0.4 | 51*
O=C1C=C(NNC(=O)Cc2ccccc2)CCC1 | -8 | -0.1 | 1.1 | -10
Cc1cc(-c2ccc(/C=c3\sc4nc5ccccc5n4c3=O)o2)c([N+](=O)[O-])cc1C | -4 | 0.1 | -0.4 | 5
CCOc1ccnc2sc(C(=O)c3cccnc3)c(N)c12 | -80 | 0.2 | 0.6 | -5
CN(CC(=O)Nc1cccc(F)c1)CC(=O)Nc1ccccc1-c1ccccc1 | 2 | -0.1 | -0.5 | -1
COC(=O)c1ccc(NC(=O)CCC(=O)c2ccc(C)cc2C)cc1 | -3 | -0.1 | 0.3 | -11
O=C(O)/C(=C/C(=O)c1ccccc1)Nc1ccc([N+](=O)[O-])cc1 | 7 | 0.6 | -1.2 | 13
Cc1ccc(C(=O)Nc2sc(C)c(C)c2C(N)=O)cc1[N+](=O)[O-] | -43 | 0.4 | -2.1 | 16
O=[N+]([O-])c1cccc(-n2cccc2)c1 | 8 | 0.0 | 0.1 | 7
Cc1cnc(C(=O)Nc2ccc(S(=O)(=O)NCC3CCCO3)cc2)cn1 (configuration not stated) | 1 | 0.0 | 0.3 | -5
O=C(NC1CC1)c1ccc(-c2nc(NCCN3CCOCC3)c3ncn(Cc4ccc(C(F)(F)F)cc4)c3n2)cc1 | 7 | -0.1 | 0.8 | -5
Brc1ccc2nc(N3CCOCC3)sc2c1 | -42 | -0.3 | -3.6 | -3
COc1ccccc1-c1c(C)nn2c(NC(C)C)cc(C)nc12 | 2 | -0.1 | 1.5 | 15
Cc1ccc(-c2csc(C3=C(O)CN(C4CC(C)(C)NC(C)(C)C4)C3=N)n2)cc1 | 3 | -0.1 | -0.2 | 6
Cc1cc(F)ccc1NS(=O)(=O)c1c[nH]c2ccc([N+](=O)[O-])cc12 | 2 | 0.6 | -0.6 | -2
COc1ccc(C(=O)C2CCN(S(=O)(=O)c3ccccc3)CC2)cc1 | -2 | -0.1 | 0.8 | 3
CCSc1nnc2n(-c3ccccc3)c(=O)c3c(C)c(C)sc3n12 | -10 | 0.7 | -1.6 | -6
CCOC(=O)C1=C(C)NC(=S)NC1c1c(OC(C)=O)ccc2ccccc12 (configuration not stated) | 11 | 0.5 | -0.2 | 24

Whole records as entered above.
Entry for `CCOc1ccnc2sc(C(=O)c3cccnc3)c(N)c12` : TEAD-YAP block = -80; FBW7 activator = 0.2; GPR151 activ = 0.6; MITF primary = -5
Entry for `CCCCOC(=O)c1ccc(OC(=O)CCN2C(=O)c3ccccc3C2=O)cc1` : TEAD-YAP block = -16; FBW7 activator = -0.1; GPR151 activ = 0.5; MITF primary = 2
Entry for `CC(C)CN1C(=O)C(=O)N(CC(=O)Nc2ccccc2C(C)(C)C)C1=O` : TEAD-YAP block = -1; FBW7 activator = -0.1; GPR151 activ = 0.8; MITF primary = 2

Additional structures follow:
SMILES | TEAD-YAP block | FBW7 activator | GPR151 activ | MITF primary
Cc1nc2ccccc2c2nn(CC(=O)NC3CCCC3)c(=O)n12 | -10 | 0.1 | -0.4 | 22
Cc1cc(C)n(C(C)C(=O)NCC2Cc3cc(-c4cnccn4)ccc3O2)n1 (configuration not stated) | -5 | 1.3 | -0.3 | 20
CCCCSc1ncnc2c1c(-c1ccccc1)cn2-c1cccc(F)c1 | -10 | 0.5 | 0.6 | 7
CCn1c(SCC(=O)Nc2ccccc2)nnc1-c1ccc(N)cc1 | 2 | 0.0 | 0.7 | 2
COc1ccc(-c2cc(C(F)(F)F)n3nc(C(=O)Nc4c(C)n(C)n(-c5ccccc5)c4=O)c(Cl)c3n2)cc1 | 12 | -0.1 | 0.9 | 5
COc1ccc(Nc2nc(-c3ccncc3)nc3ccccc23)cc1 | 3 | -0.1 | 4.1 | 5
OC(Cc1nc2ccccc2[nH]1)c1ccccc1Cl (configuration not stated) | 2 | 0.9 | -1.0 | -4
Cc1cccc(CN2CCC(N3CCC(C(=O)NC4CCCCCC4)CC3)CC2)n1 | 10 | -0.2 | -0.7 | 3
O=C(Cc1ccccc1)Nc1ccnn1C1CCN(S(=O)(=O)c2cccnc2)CC1 | 8 | -0.1 | 0.9 | 6
CCc1nnc(NC(=O)C2CC3CCC2C3)s1 (configuration not stated) | -9 | 0.0 | 1.0 | 14
O=C(c1cccs1)N1CCN(c2c(Cl)cccc2[N+](=O)[O-])CC1 | -8 | 0.0 | 0.2 | 6
Cc1ccc2c(c1)c(=O)c1ccccc1n2CC(=O)Nc1cccc(Cl)c1C | 6 | 0.1 | 3.3 | -2
Nc1ccc(N2CCN(C(=O)c3cccs3)CC2)c(Cl)c1 | -13 | -0.1 | 0.6 | 10
O=C(O)CCCCCN1C(=O)CCC1=O | 2 | 0.1 | -1.0 | -9
Cc1ccc(O)c(NC(=O)c2cc3nc(-c4ccc(Br)cc4)cc(C(F)(F)F)n3n2)c1 | -5 | -0.1 | -0.2 | -13
Cc1ccc(-c2nc3ccccc3c(=O)n2NC(=O)c2ccc(F)cc2)cc1C | -11 | 0.1 | 1.2 | 2
O=[N+]([O-])c1ccc(Nc2nc(NCCN3CCOCC3)nc(N3CCCC3)n2)cc1 | 12 | -0.2 | 0.2 | -2
CC(C)Cc1ccc(S(=O)(=O)N2CCN(CC(=O)c3ccco3)CC2)cc1 | 11 | 0.2 | 0.0 | 8
N#Cc1c(NC(=O)c2cnn3c(C(F)(F)F)cc(-c4ccccc4)nc23)sc2c1CCCCC2 | -9 | 0.7 | -0.1 | -2
COc1ccc(C(=O)NNC(=O)C2CC(=O)N(c3ccc(OC)cc3)C2)cc1 (configuration not stated) | -2 | -0.1 | 0.9 | 7
O=C(NNS(=O)(=O)c1cccc([N+](=O)[O-])c1)C(O)(c1ccccc1)c1ccccc1 | 6 | -0.2 | 2.4 | -2
COc1ccccc1NC(=O)C1CC12CCN(Cc1c[nH]c3ccccc13)CC2 (configuration not stated) | -11 | -0.1 | -1.2 | -1
Cc1ccc(NC(=O)c2ccc(Cn3cc(Br)cn3)o2)cc1 | 2 | 0.0 | 0.1 | 18
Cc1ccc2occ(C3Nc4ccccc4NC4=C3C(=O)CC(C)(C)C4)c(=O)c2c1 (configuration not stated) | 0 | 0.1 | 2.9 | 18
CCOCC(O)CNC(=O)c1ccc(OC2CCN(C(=O)c3cccnc3)CC2)cc1 (configuration not stated) | -10 | -0.2 | 0.4 | -15
SMILES | TEAD-YAP block | FBW7 activator | GPR151 activ | MITF primary
CC1CCCC(C)N1Cc1cn2cccnc2n1 (configuration not stated) | 0 | 0.0 | -0.2 | 4
CNC(=O)Cc1nc2ccccc2n1CC(=O)Nc1ccc(OC)cc1OC | 3 | -0.5 | 0.4 | -11
O=C(CSc1cn(CCNC(=O)c2cccs2)c2ccccc12)NCCc1ccccc1 | 9 | -0.3 | 2.1 | -1
CCc1cc(=O)[nH]c(-n2nc(C)cc2NC(=O)Cc2ccc(OC)c(OC)c2)n1 | 21 | 0.0 | -0.8 | 36
COc1ccc(-c2ccc(S(=O)(=O)N3CCCCCC3)cc2)cc1 | 6 | -0.1 | 0.9 | 0
CCOc1ccc(-n2c(C)c(C(C)=O)c(C(C)=O)c2C)cc1 | -8 | -0.1 | -0.5 | 20
CC(=O)Nc1nc(C)c(-c2csc(Nc3ccc(S(N)(=O)=O)cc3)n2)s1 | -2 | 0.1 | -0.8 | 10
CCOC(=O)c1c(NC(=O)CCc2ccccc2)sc2c1CC(C)(C)OC2 | -3 | 0.5 | -1.6 | 19
O=C(Nc1ccc2c(c1)OCO2)c1ccnc(Nc2nccc3ccccc23)c1 | -8 | -0.1 | 1.9 | 1
CCCCOC(=O)COc1ccc2c(=O)c(-c3ccc(Cl)cc3)c(C(F)(F)F)oc2c1 | 10 | 0.6 | -1.1 | 3
CC(=O)c1ccccc1-c1ccc2c(c1)CC(CNC(=O)c1ccoc1)O2 (configuration not stated) | -11 | 0.0 | -0.9 | 4
COc1ccc(O)c(/C=N/NC(=O)c2cccc(Br)c2)c1 | 58* | -0.1 | -0.5 | 15
Cc1cc(NC(=O)c2ccc(NC(=O)C3CC3)cc2)no1 | -3 | -0.1 | 2.6 | 5
O=C(CC1C(=O)NCCN1Cc1ccccc1)NCCC1=CCCCC1 (configuration not stated) | 4 | 0.0 | 0.2 | 6
